WT yeast gro inh: growth inhibition of WT yeast, mitochondrial fusion screen | mitochondrial fusion phenotypic screen, WT strain | inhibition, % at 10 µM | 2.1% of 190,000 active | AID 1362; in the data active = inhibition above about 58%; tested in S. cerevisiae
West Nile antiviral: West Nile virus antiviral activity, cell-based, CPE readout (AID 1621). West Nile virus-infected cells, CPE inhibition; higher % means a stronger effect. one-dose CPE inhibition, % at 10 µM; IC50 in µM for titrated hits. 0.02% of 290,000 active; in the data active = a potency from the dose series; inconclusive = CPE inhibition mostly from about 3.7% at the one dose, without a potency; inactive = the rest, 99 in 100 with CPE inhibition below about 2.2%; note: strong numbers were not always called active
SV40 large T antigen: SV40 large T antigen inhibitors, biochemical (AID 1903); SV40 large T antigen ATPase/helicase inhibition assay; higher % means a stronger effect; 0.39% of 310,000 active; one-dose inhibition, % at 20 µM; IC50 in µM for titrated hits; in the data active = a potency from the dose series; inconclusive = inhibition mostly from about 32% at the one dose, without a potency; inactive = the rest, 99 in 100 with inhibition below about 32%; note: strong numbers were not always called active
XIAP displacement: XIAP antagonists, biochemical, IAP family, fluorescence polarization (AID 1018); XIAP BIR domain, fluorescence polarization peptide displacement; higher % means a stronger effect; displacement, % at 20 µM, or IC50 in µM where a hit was titrated; 0.007% of 200,000 active; in the data active = displacement above about 50%; note: a part of the inactive calls stands beside numbers as strong as those of hits
RSV antiviral HEp-2: inhibition of RSV-induced cytopathic effect – HEp-2 cells, primary 10 µM value included (AID 2391); HEp-2 cells, RSV-induced CPE inhibition; higher % means a stronger effect; CPE inhibition, % at 10 µM, or IC50 in µM where a hit was titrated; 0.13% of 310,000 active; in the data active = a potency from the dose series; inconclusive = CPE inhibition mostly from about 23% at the one dose, without a potency; inactive = the rest, 99 in 100 with CPE inhibition below about 21%; note: strong numbers were not always called active
NS5 inhibitors: flavivirus cap methylation enzyme inhibition – biochemical, confirmation dose response, primary screen (AID 588689) | one-dose inhibition, % at 25 µM; IC50 in µM for titrated hits | Dengue-2 NS5 methyltransferase capping enzyme assay, biochemical; higher % means a stronger effect | 0.3% of 340,000 active; in the data active = a potency from the dose series; inconclusive = inhibition above about 29% without an active follow-up result
K1F lysis inhibition: protection from phage-mediated lysis, alamar blue read-out – E. coli UTI89, K1F phage, bacterial capsule biogenesis inhibitors (AID 488966). inhibition, % at 100 µM; hits with a dose series show IC50 in µM. 0.02% of 340,000 active. E. coli UTI89 K1F phage lysis, alamar blue, 2 h; higher % means a stronger effect;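 active = phage lysis inhibition, versus mean bacterial control, above a set limit; inconclusive = no clear call, values can overlap the other calls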;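 note: capsule biogenesis inhibitors block K1F phage lysis so surviving cells raise fluorescence; higher fluorescence means more inhibition of phage lysis; actives were called in the ten point dose series up to 300 µM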
Yfh1-off respiration: enhancers of respiration in Yfh1-depleted yeast, dose response, Friedreich's ataxia, plus single-dose screen (AID 1465); S. cerevisiae Yfh1-off respiration, WST-1 reduction, 72 h; higher fold induction means a stronger effect; 0.074% of 220,000 active; one-dose fold induction at 50 µM; EC50 in µM for titrated hits;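 active = fold induction of absorbance versus untreated yeast above a set limit, then at least 30% activation at any dose in follow-up; inconclusive = repeats straddling the limit, or above it without dose testing; inactive = fold induction below the set limit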;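 note: activators that raise dye reduction in frataxin-depleted yeast; strong numbers were not always called active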
ER stress rescue: protection against thapsigargin-triggered cell killing – 384-well, CSM14.1, ATP luminescence, primary screen (AID 1222). CSM14.1 thapsigargin-induced death rescue, ATP luminescence; higher % means a stronger effect. cellular ATP content (survival), % at 20 µM; hits with a dose series show EC50 in µM. 190,000 tested, under 10 active;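 active = EC50 below 50 µM in the dose-response confirmation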;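 note: death triggered by thapsigargin at about 15 µM added after 2 h compound pretreatment; cell ATP read after overnight thapsigargin exposure of roughly 18 to 22 hours; normalized against plate controls of thapsigargin alone and 5% DMSO vehicle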
WT yeast gro inh mutant strain: further read-out of WT yeast gro inh, marked with its call; inhibition, %; mitochondrial fusion phenotypic screen, mutant strain inhibition
NS5 inhibitors pilot replicate: recorded beside NS5 inhibitors, whose call it bears; inhibition, %; measured here: pilot screen replicate inhibition
* hit, by the source's call; i = inactive; ? = inconclusive; . = no result given; [ ] = another dose, or the depositor's remark.

SMILES	WT yeast gro inh	WT yeast gro inh mutant strain	West Nile antiviral	SV40 large T antigen	XIAP displacement	RSV antiviral HEp-2	NS5 inhibitors	K1F lysis inhibition	Yfh1-off respiration	ER stress rescue	others
O=C(CSc1nnnn1C1CCCCC1)N1CCOCC1	8.9	6.9	0.8%	21.3%	-3.7%	1.6%	-2.8%	0.1%	i	4.3%
CCc1ccccc1NC(=O)c1cnn(-c2ccccc2)c1C	.	.	-0.2%	10.9%	.	2.6%	0.0%	0.1%	.	.
CC(=O)Nc1ccc(NC(=S)NC(=O)c2oc3ccccc3c2C)cc1	5.2	-14.0	-0.8%	10.4%	-5.3%	1.4%	-0.7%	1.8%	i	-1.1%
COc1ccc(-n2nc(C(=O)NCc3ccco3)c3c4ccccc4n(C)c3c2=O)cc1Cl	-8.4	-24.0	0.0%	9.5%	-4.4%	2.7%	-7.2%	-0.9%	i	.
Cc1csc(SCC(=O)O)n1	8.2	6.6	0.1%	10.6%	3.4%	1.4%	.	0.5%	i	-0.7%
COc1cccc(-n2c(CNc3ccc(F)cc3)nnc2SCC(N)=O)c1	8.7	17.6	-0.6%	7.0%	2.5%	2.7%	0.7%	-0.2%	i	-4.0%
C=CCN(CC=C)C(=O)COn1nnc2ccc(S(=O)(=O)N3CCOCC3)cc21	.	.	.	3.8%	.	-0.7%	-0.7%	0.5%	.	.
Cc1ccc2c(c1)N(CC(=O)NCCCN1CC(C)CC(C)C1)C(=O)c1cccnc1O2 (stereo unspecified)	.	.	-0.1%	.	.	-1.0%	-7.3%	-2.8%	.	.
Cc1cccc(NC(=S)NC(=O)c2ccco2)c1C	.	.	0.0%	12.0%	.	2.6%	-7.9%	0.6%[50 µM]	.	.
CC1CCCCC1NC(=O)COC(=O)Cc1ccc(Br)cc1 (stereo unspecified)	2.8	12.8	0.3%	4.5%	-4.8%	3.4%	1.5%	0.1%	i	-0.8%
Cc1noc(NS(=O)(=O)c2ccc(NC(=O)CSc3nc4ccccc4[nH]3)cc2)c1C	-0.9	3.8	-0.1%	4.2%	-4.3%	0.0%	4.2%	0.0%	i	0.0%
COc1ccc(NC(=O)C2C3C=CC(O3)C2C(=O)NCc2cccnc2)cc1 (stereo unspecified)	3.2	13.7	0.5%	16.4%	-5.7%	0.5%	-1.6%	0.1%	i	1.0%
Cn1nnnc1SCCNC(=O)C1CCC(=O)N(CCc2ccccc2)C1 (stereo unspecified)	.	.	0.1%	24.8%	.	0.9%	3.9%	0.1%	.	.
Cc1ccccc1OCCn1cc(/C=C(\C#N)C(=O)NCc2ccco2)c2ccccc21	1.4	3.1	-0.7%	5.6%	-5.8%	2.9%	5.1%	2.5%	i	1.6%
O=C(Nc1ccc(CN2CCS(=O)(=O)CC2)cc1)c1ccc(C(F)(F)F)cc1	.	.	-1.3%	19.9%	.	.	-6.2%	-0.6%	i	.
CCc1nnc(NC(=O)Cn2c(=O)oc3ccccc32)s1	8.7	2.0	0.4%	1.2%	-7.0%	4.4%	3.3%	0.4%	i	-1.2%
Cc1ccc(NC(=O)CC(C)CC2=NS(=O)(=O)c3ccccc3N2)cc1 (stereo unspecified)	.	.	-0.3%	.	.	2.0%	-3.5%	0.1%	.	.
O=C(NCCN1CCOCC1)C(=O)NCC1OCCN1C(=O)c1ccc(Cl)cc1 (stereo unspecified)	11.6	-2.9	-0.1%	11.2%	-9.2%	-0.9%	0.0%	2.0%	i	-2.0%
CSc1ccc(/C=C(\NC(=O)c2ccccc2)C(=O)NN)cc1	.	.	0.1%	27.4%	.	.	-12.2%	-0.9%	i	.
Cc1ccccc1N=C(NOCc1ccc(Cl)cc1Cl)c1nonc1N	77.8*	42.8*	-0.7%	0.5%	-5.6%	-3.8%	-2.1%	0.1%	i	-3.0%
Cc1cc(C)c(NC(=O)CSc2nnc(-c3ccccn3)n2N)c(Cl)c1	.	.	0.0%	14.3%	.	.	-6.9%	-1.5%	i	.
Nc1nnc(CC2=CCCCC2)s1	-0.8	-6.6	?	-1.3%	-2.7%	0.8%	-7.7%	-4.0%	i	-1.7%
CC1=C(C(=O)NCc2ccccc2)C(c2ccccc2OCC(N)=O)NC(=O)N1 (stereo unspecified)	-5.3	-11.1	0.4%	-1.4%	-13.3%	-0.2%	-2.8%	0.2%	i	-4.0%
CCc1nnc(NC(=O)CS(=O)(=O)Cc2ccccc2)s1	.	.	0.5%	11.0%	.	2.3%	10.7%	0.0%	.	.
CCc1ccc(NC(=O)c2onc(C)c2Cl)cc1	-11.6	3.4	-0.2%	1.2%	-6.0%	1.7%	-4.2%	0.4%	i	-2.0%
COc1ccc(-c2cc(CN3C(=O)c4ccccc4C3=O)on2)cc1	.	.	-0.2%	.	.	1.1%	-4.9%	1.2%	i	.
CCCc1cc2c(cc1NS(=O)(=O)c1ccc(CCNC(C)=O)cc1)OCO2	-12.9	-11.0	-0.9%	3.5%	-5.6%	-0.6%	0.7%	0.0%	i	-1.1%
FC(F)(F)c1cc(-c2ccccc2)nc2nc(N3CCOCC3)sc12	12.0	10.7	-0.2%	3.4%	-1.9%	2.4%	-3.8%	0.1%	i	1.8%
CCOC(=O)CC(NC(=O)c1cccs1)c1ccc(OCC)cc1 (stereo unspecified)	9.1	-0.7	-0.6%	-4.2%	0.2%	3.8%	-0.7%	-1.1%	i	-1.4%
Cc1ccc(C)c(OCCCCn2cnc3ccccc3c2=O)c1	29.2	31.4	-0.7%	-4.8%	-5.8%	1.0%	2.4%	6.8%	i	-1.2%
N#C/C(=N\Nc1ccccc1)C(=N)N1CCCCCC1	.	.	0.3%	6.0%	.	0.5%	3.9%	-0.5%	i	.
C/C(=N\NC(=O)C1CC1)c1ccc2c(c1)OCCO2	-7.8	3.9	1.2%	13.5%	-9.5%	10.6%	-3.2%	-0.3%	i	-0.5%
Cc1cc(C)nc(NS(=O)(=O)c2ccccc2)n1	-7.5	-2.7	-0.2%	0.1%	-2.2%	0.2%	3.4%	2.6%	i	-3.2%
O=C(N/N=C/c1ccc(N2CCOCC2)cc1)c1cccs1	4.0	2.7	0.1%	4.6%	-6.6%	-1.3%	-2.2%	0.2%	i	-3.6%
COC(=O)c1ccc(Cn2nc(-c3ccc(C)cc3)ccc2=O)cc1	.	.	-0.2%	4.9%	.	4.7%	-1.3%	0.1%	.	.
OC(CN1c2ccccc2Sc2ccccc21)Cn1nnc2ccccc21 (stereo unspecified)	16.4	-3.4	-0.1%	5.1%	-12.0%	?	-4.8%	1.3%	i	-1.8%
CCOC(=O)c1cnc(SCC(=O)c2ccccc2)nc1N	8.1	-5.4	0.0%	-0.7%	-3.3%	2.1%	-3.4%	0.8%	i	2.2%	NS5 inhibitors pilot replicate=-0.3
O=[N+]([O-])c1cccc(/C=N/n2c(C3CCCCC3)n[nH]c2=S)c1	-16.5	2.9	-0.5%	16.3%	-5.2%	2.1%	-6.6%	2.0%	i	0.5%
Cc1cccc(NC(=O)CNCC(=O)Nc2cccc(C)c2C)c1C	.	.	-0.1%	5.1%	.	?	-3.9%	0.0%	.	.
Cc1ccccc1C(C(=O)NC1CCCC1)N(C(=O)CNC(=O)c1ccco1)c1cccnc1 (stereo unspecified)	-10.5	-17.1	-0.1%	4.2%	-4.1%	0.1%	.	.	i	0.8%
COc1ccc(C(N)=O)cc1NC(=O)c1cccc(F)c1	64.7*	27.1*	0.0%	-0.6%	-3.6%	4.0%	-18.6%	2.4%	i	0.4%
CCOCCCNC(=O)C1CC(=O)N(CCc2ccc(C)cc2)C1 (stereo unspecified)	.	.	0.1%	4.3%	.	-0.8%	4.6%	1.6%	.	.
O=[N+]([O-])c1ccc(O)c(-c2nc(-c3ccccc3)c(-c3cccs3)[nH]2)c1	72.2*	55.1*	2.3%	-1.7%	-1.8%	3.0%	5.9%	0.0%	i	-2.7%
Cc1cc(C)cc(Oc2ncnc3c2ncn3Cc2c(Cl)cccc2Cl)c1	48.1	32.7	-0.3%	6.0%	-4.9%	0.2%	0.8%	0.4%	i	3.9%
Cc1cnc(C(=O)OCC(=O)c2ccc(C3CCCCC3)cc2)cn1	.	.	.	9.9%	.	-1.2%	-3.6%	0.7%[50 µM]	.	.
Cc1cc(NC(=O)CSc2nnc(CNC(=O)c3ccc(F)cc3)o2)no1	.	.	0.4%	9.7%	.	1.5%	3.2%	0.1%	.	.
Cc1cc(C(=O)COc2ccc(-c3nnco3)cc2)c(C)n1Cc1ccccc1	15.9	-12.0	-1.2%	-3.9%	0.0%	11.2%	-13.1%	-0.1%	i	2.0%
CCN1C(=O)[C@H]2[C@@H](c3ccc(-c4cccc(Cl)c4)c(OC)c3)N[C@@](Cc3ccccc3)(C(=O)OC)[C@H]2C1=O	.	.	.	15.9%	.	0.1%	-8.0%	-1.0%	.	.
Cc1c(NC(=O)c2ccc(Br)o2)cccc1C(=O)O	25.5	6.3	0.4%	11.3%	-1.0%	2.0%	-2.7%	0.4%	i	-0.7%
O=C(CSC1=NCCN1)NC(c1ccccc1)c1ccccc1	6.4	9.5	-1.3%	12.8%	4.1%	-2.4%	0.0%	3.8%	i	6.6%
COc1cccc(S(=O)(=O)Nc2cccc(C(=O)N3CCCCCC3)c2)c1	-15.7	-7.9	-1.3%	7.3%	-3.0%	1.6%	-1.9%	-0.1%	i	-1.3%
CSCCC(NC(=O)c1ccco1)C(=O)Nc1ccncc1 (stereo unspecified)	.	.	0.3%	21.0%	.	0.1%	-3.5%	-0.1%	.	.
O=C(Nc1nccs1)c1ccc(Br)cc1	.	.	-0.4%	3.6%	.	-0.1%	2.3%	0.7%	.	.
CCc1ccc2[nH]c(=O)c(CN(CCN(C)C)C(=O)Nc3ccccc3OC)cc2c1	5.5	-1.9	0.1%	10.4%	0.8%	-0.4%	-0.7%	-0.3%	i	-5.4%
O=C(CSc1cccc[n+]1[O-])NC1CCCCCCC1	-11.1	0.1	0.0%	8.9%	-2.2%	1.0%	-3.0%	0.3%	i	-0.5%
CCOc1ccc(C(=O)NC2CCN(C(=S)NCc3ccco3)CC2)cc1	-10.2	-2.5	-0.1%	12.6%	-7.4%	-1.4%	0.7%	0.1%	i	-0.4%
CC(C)[C@H](NS(=O)(=O)c1ccc2c(c1)OCCO2)C(=O)OCC(=O)Nc1ccccc1	-13.9	-14.8	0.2%	5.5%	-1.9%	0.5%	-7.2%	4.6%[50 µM]	i	-3.5%
O=C1c2ccccc2C(=O)N1n1c(=O)[nH]c2ccccc2c1=O	2.7	10.7	0.2%	6.5%	-3.7%	1.4%	-17.7%	0.6%	i	-1.7%

Screens as filed in PubChem BioAssay.
